Screening results from PubChem BioAssay.
GSTO1 inh: blocks human GSTO1 in RBBP9 counter-screen; P78417; recombinant GSTO1, activity-based probe fluorescence polarization; inhibition, % at 5.96 µM; 300,000 compounds, 1.1% hits; AID 1974;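 active = inhibition above the campaign mean inhibition plus 3 SD, cut at about 35% in these data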;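 note: 0% = GSTO1-1 with DMSO and 100% = wells lacking GSTO1-1 enzyme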
PAD4 FP inh: PAD4 (human) enzyme inhibition. Q9UM07. recombinant PAD4, RCA probe fluorescence polarization. inhibition, % at 6.36 µM. 330,000 compounds, 0.41% hits. AID 485272;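 active = percent inhibition above a cutoff equal to the mean of all tested compounds plus 3 SD, cut at about 15% in these data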;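 note: 0% = PAD4 with RCA probe and DMSO and 100% = probe without PAD4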
Target sequence (Q9UM07 whole entry, looked up): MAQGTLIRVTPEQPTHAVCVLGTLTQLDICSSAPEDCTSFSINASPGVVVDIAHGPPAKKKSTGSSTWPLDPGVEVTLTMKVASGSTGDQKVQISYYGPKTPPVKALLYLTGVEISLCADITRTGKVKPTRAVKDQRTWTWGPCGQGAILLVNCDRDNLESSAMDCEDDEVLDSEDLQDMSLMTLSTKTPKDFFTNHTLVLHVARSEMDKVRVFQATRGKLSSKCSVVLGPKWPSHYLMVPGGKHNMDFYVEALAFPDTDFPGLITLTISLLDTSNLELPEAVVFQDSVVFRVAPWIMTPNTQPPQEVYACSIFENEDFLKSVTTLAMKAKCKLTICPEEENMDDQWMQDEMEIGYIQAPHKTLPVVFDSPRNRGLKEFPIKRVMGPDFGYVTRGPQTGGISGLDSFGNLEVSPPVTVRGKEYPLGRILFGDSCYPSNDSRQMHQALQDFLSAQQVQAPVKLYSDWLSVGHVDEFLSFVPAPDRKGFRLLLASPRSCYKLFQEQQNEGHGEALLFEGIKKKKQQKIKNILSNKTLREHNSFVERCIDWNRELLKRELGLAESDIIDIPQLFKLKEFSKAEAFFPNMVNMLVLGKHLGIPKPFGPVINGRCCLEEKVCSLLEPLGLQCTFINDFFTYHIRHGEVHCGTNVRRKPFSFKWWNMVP
PREPL inhibitor: inhibits the human prolyl oligopeptidase-like enzyme. Q4J6C6. recombinant PREPL, fluorescence polarization activity-based probe. inhibition, % at 5.96 µM. 320,000 compounds, 0.68% hits; in the data active = inhibition above about 43%;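 note: 0% = enzyme with DMSO and 100% = wells lacking enzyme; many of its hits are not listed in these tables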
PME-1 primary: blocks human protein phosphatase methylesterase 1; Q9Y570; recombinant PME-1, FP-Rh probe fluorescence polarization; inhibition, % at 5.9 µM; 320,000 compounds, 0.53% hits; AID 2130;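 active = inhibition above the campaign mean of all compounds plus 3 SD, cut at about 26% in these data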;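 note: competitive labeling of PME-1 active site by serine hydrolase directed probe; 0% = PME-1 with DMSO and 100% = wells lacking PME-1 enzyme; inhibitors block probe labeling so polarization falls and inhibition rises; many of its hits are not listed in these tables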
LYPLA1 counter: LYPLA1 (human) inhibition in PME1 counter-screen; O75608; recombinant LYPLA1, FP-Rh probe fluorescence polarization; inhibition, % at 5.9 µM; 320,000 compounds, 0.16% hits; AID 2174;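 active = inhibition above the mean of all tested compounds plus 3 SD, set per campaign, cut at about 14% in these data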;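 note: inhibitors block serine hydrolase probe labeling of LYPLA1 so polarization falls; 0% = enzyme with DMSO and 100% = wells lacking LYPLA1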
LYPLA2 inh: blocks human lysophospholipase 2, a PME1 counter-screen | 320,000 compounds, 0.38% hits | inhibition, % at 5.9 µM | O95372 | recombinant LYPLA2, FP-Rh probe fluorescence polarization;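 active = inhibition above the screen-wide mean plus 3 SD, limit set per campaign, cut at about 26% in these data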;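 note: 0% = LYPLA2 with DMSO and 100% = wells lacking LYPLA2 enzyme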
Target sequence (O95372 whole entry, looked up): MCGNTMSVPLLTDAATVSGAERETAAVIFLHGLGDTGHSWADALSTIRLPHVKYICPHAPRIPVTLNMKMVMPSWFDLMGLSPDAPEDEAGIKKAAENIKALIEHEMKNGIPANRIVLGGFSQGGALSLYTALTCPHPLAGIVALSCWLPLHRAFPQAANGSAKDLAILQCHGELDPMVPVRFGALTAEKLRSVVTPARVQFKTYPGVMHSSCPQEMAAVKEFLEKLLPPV
PAFAH1B2 inh: inhibitors of human PAFAH1B2. recombinant PAFAH1B2, FP-rhodamine activity probe, fluorescence polarization. AID 492953. inhibition, % at 3.39 µM. 340,000 compounds, 1.2% hits;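 active = inhibition above the mean of all tested compounds plus 3 SD, cut at about 24% in these data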;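 note: 0% = enzyme with DMSO and 100% = wells lacking PAFAH1B2; many of its hits are not listed in these tables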
PAFAH1B3 inh: blocks human PAF acetylhydrolase 1B catalytic subunit 3 | Q15102 | recombinant PAFAH1B3, FP-rhodamine probe, fluorescence polarization | inhibition, % at 3.39 µM | 340,000 compounds, 0.28% hits;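 active = inhibition above the screen-wide average of all tested compounds plus 3 SD, cut at about 25% in these data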;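 note: 0% = enzyme with DMSO only and 100% = wells lacking PAFAH1B3 protein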
pPAFAH inh: pPAFAH (human) enzyme inhibition; Q13093; recombinant pPAFAH, FP-rhodamine probe fluorescence polarization; inhibition, % at 3.39 µM; 330,000 compounds, 1.5% hits;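 active = inhibition above the mean inhibition across the screen plus 3 SD, cut at about 25% in these data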;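 note: inhibitors block binding of the rhodamine activity-based probe so polarization drops; 0% = enzyme with DMSO and 100% = wells lacking pPAFAH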
The depositor's hits bear a star; / = no result given.

Sample of the layout (2 entries):
SMILES	GSTO1 inh	PAD4 FP inh	PREPL inhibitor	PME-1 primary	LYPLA1 counter	LYPLA2 inh	PAFAH1B2 inh	PAFAH1B3 inh	pPAFAH inh
COc1ccc(CN2CCC(C(=O)Nc3ccc(Oc4cccnc4)cc3)CC2)c(C)c1C	-0.3	-4.9	6.4	-5.5	-1.1	1.0	2.8	5.4	2.9
Cc1ccc(CN(c2ccc(C(=O)NCc3cccnc3)cc2)S(C)(=O)=O)cc1	-0.7	6.2	3.7	1.2	1.2	8.7	2.1	11.3	7.8

This part in full (from the top)
SMILES	GSTO1 inh	PAD4 FP inh	PREPL inhibitor	PME-1 primary	LYPLA1 counter	LYPLA2 inh	PAFAH1B2 inh	PAFAH1B3 inh	pPAFAH inh
COc1ccc(CN2CCC(C(=O)Nc3ccc(Oc4cccnc4)cc3)CC2)c(C)c1C	-0.3	-4.9	6.4	-5.5	-1.1	1.0	2.8	5.4	2.9
Cc1ccc(CN(c2ccc(C(=O)NCc3cccnc3)cc2)S(C)(=O)=O)cc1	-0.7	6.2	3.7	1.2	1.2	8.7	2.1	11.3	7.8
CCCCOc1ccc(C(=O)NN2C(=O)NC3(CCCCC3)C2=O)cc1OC	2.2	2.5	-7.3	-3.8	0.1	2.2	3.3	2.7	6.2
CC(=O)Cn1ncc(N2CCOCC2)c(Br)c1=O	11.6	2.9	-6.2	4.2	2.2	-1.2	3.5	7.4	-0.2
O=C(COC(=O)/C=C/c1ccc(Cl)cc1)NC(=O)NCc1ccccc1	/	-5.8	-14.7	-50.1	-27.4	-50.4	-7.5	-7.4	-7.2
O=C(NCCCN1CCCC1)c1ccc(CSCc2cccc(Cl)c2)o1	4.9	1.9	0.9	-1.2	-2.0	0.2	2.1	-4.7	10.3
COc1cc(CC(=O)OCC(=O)Nc2ccc([N+](=O)[O-])cc2)cc(OC)c1OC	5.3	-2.7	9.0	3.0	1.1	3.5	3.7	4.1	4.5
COc1ccc([N+](=O)[O-])cc1NC(=O)C(C)OC(=O)CN1C(=O)C2CC=CCC2C1=O (stereo unspecified)	-8.1	-5.4	2.7	0.8	-0.5	-3.6	4.5	3.8	3.1
Cc1ccccc1NC(=O)CSc1nc(N2CCCCC2)nc(N2CCCCC2)n1	-2.8	-0.8	-4.0	-4.7	-0.3	-0.7	2.0	4.5	3.7
COCCOc1ccc(C(F)(F)F)cc1NC(=O)c1ccc(C)cc1	-5.0	-1.1	5.2	-1.4	-1.8	-0.6	-5.7	5.6	4.4
O=C(CN1C(=O)NC2(CCCC2)C1=O)Nc1cc(S(=O)(=O)N2CCOCC2)ccc1OCC(F)(F)F	4.3	1.1	7.9	4.7	0.8	-1.6	-0.8	10.6	1.0
O=C(C/C=N\O)Nc1ccc(Oc2ccccc2)cc1	3.5	-4.3	7.8	8.0	-2.0	-6.5	9.1	3.6	5.9
CC(C)c1nc(C(N)=O)c2[nH]c(=O)n(-c3ccc(F)cc3)c2n1	-1.0	2.1	2.1	2.6	-5.2	-4.1	-3.1	0.3	3.0
O=C(Nc1ccc(OC(F)(F)F)cc1)c1ccc2nc[nH]c2c1	-5.9	0.1	5.7	-7.1	-8.0	4.5	4.5	5.6	1.9
CCCc1cc(=O)[nH]c(SCC(=O)N(CC)Cc2ccccc2)n1	-8.5	-1.2	3.0	-7.3	-3.3	-3.6	7.9	7.5	-0.2
CC(C)(C#N)Cc1cc(CC(C)(C)C#N)cc(C(C)(C)C)c1	1.7	2.5	1.9	3.4	-0.5	-4.1	3.9	-1.0	7.1
Cc1cccc(NC(=O)C2C3C=CC(O3)C2C(=O)O)c1 (stereo unspecified)	8.1	-3.7	-4.3	-1.1	-2.9	-0.1	/	/	0.8
O=[N+]([O-])c1ccccc1N/N=C1\CC2CC=CC12 (stereo unspecified)	6.8	4.7	20.3	5.9	3.5	8.7	0.8	-8.1	8.4
CCOC(=O)c1sc(NC(=O)c2ccccc2OCC)nc1C	2.4	-1.0	9.4	-8.8	0.1	2.3	1.8	5.6	-0.7
CCc1nnc(NC(=O)CCS(=O)(=O)c2ccccc2)s1	1.9	-2.0	-13.5	4.2	-0.3	0.9	2.0	6.3	0.0
COC(=O)c1cc(S(=O)(=O)N2CCCCC2)ccc1N1CCOCC1	-0.5	-0.7	8.3	-2.6	1.6	6.2	3.6	8.8	0.8
COc1ccc(CC(=O)NCc2nnc(SCc3ccc([N+](=O)[O-])cc3)n2C)cc1	-0.5	-3.0	4.7	-1.0	0.5	-2.4	-1.6	7.4	-3.2
CC(C)N1C(=O)CCC1C(=O)N1CCCc2ccccc21 (stereo unspecified)	-2.7	-4.0	1.0	-2.4	3.5	4.3	4.0	2.4	-1.1
COC(=O)Cc1ccc(N(Cc2ccccc2F)S(=O)(=O)c2ccc(C)cc2)cc1	-0.7	1.4	-11.0	-2.7	-1.9	-3.8	1.4	3.9	3.3
COc1ccc(NC(=O)N2CCCCC2c2cccnc2)cc1 (stereo unspecified)	1.2	-0.8	-3.8	-2.0	2.8	-2.3	2.6	3.5	4.1
CCOC(=O)N1CCC(Nc2c(-c3ccc(C)c(C)c3)c(=O)c2=O)CC1	-13.0	-5.2	9.4	-1.0	-6.3	-7.5	-4.5	-4.6	-0.2
Cc1cccc(S(=O)(=O)N2CN(Cc3ccco3)c3nc4ccccc4nc32)c1	0.5	4.1	-5.0	7.3	0.1	-1.1	10.4	18.3	14.5
N#Cc1c(NC(=O)CCCC(=O)O)sc2c1CCCCC2	9.5	-1.5	-1.7	-2.3	0.8	-2.0	9.0	-1.4	3.5
CC[C@@H](C)[C@H](NC(=O)Cc1c(C)c2cc3c(C)c(C)oc3c(C)c2oc1=O)C(=O)O	-2.5	-4.9	4.1	-1.1	0.9	3.4	4.2	5.9	1.8
COc1ccccc1N/C=C1/Sc2cc(Cl)ccc2NC1=O	1.1	-1.6	3.8	10.5	0.5	1.8	/	/	-1.4
CNC(=S)N/N=C/c1cn(Cc2c(F)cccc2Cl)c2ccccc12	1.0	1.7	13.6	15.3	0.8	-0.9	2.7	3.9	11.6
O=C1N=C(N2CCN(c3ccccc3)CC2)S/C1=C/c1ccco1	5.5	0.2	28.0	2.7	1.7	13.0	-4.9	13.7	10.4
CCCCOc1ccc(CN2CCCCC2)cc1	4.4	3.5	8.7	-0.5	4.0	2.7	-0.5	14.9	1.9
COc1cc(C(=O)Oc2cc(C)cc(C)c2)cc(OC)c1OC	7.9	6.3	1.6	0.2	-1.6	-2.2	0.7	0.1	6.5
Cc1ccccc1-c1nc2cc(N)ccc2o1	5.3	1.1	8.9	0.2	1.9	3.5	5.1	5.2	6.4
COC(=O)[C@H](Cc1c[nH]c2ccccc12)NC(=O)NCc1ccccc1	-0.4	-2.9	4.9	-0.3	-4.4	-9.6	-0.3	1.6	0.9
Cc1ccc(S(=O)(=O)/C(C#N)=C/c2c(N3CCN(C)CC3)nc3ccccn3c2=O)cc1	3.6	-2.9	-1.0	-2.6	-1.6	-2.5	-1.1	3.3	-3.1
CCOc1ccc(OCC)c(NC(=O)c2ccc(CNc3c(N4CCCC4)c(=O)c3=O)cc2)c1	7.2	3.8	9.0	-4.0	8.9	6.9	3.3	4.8	3.3
COc1ccccc1CNn1c(-c2cccc(C)c2)nc2ccccc2c1=O	8.7	3.7	7.3	-4.4	-0.5	-0.6	4.7	3.0	2.2
Cc1cc(CCN2CCC(=O)NC2=S)ccc1OC(C)C	0.9	-2.4	6.3	3.8	3.4	11.0	6.9	2.2	-2.5
CCOC(=O)C1=C(C)C(c2ccc(OC)cc2OC)NC(=O)N1 (stereo unspecified)	4.7	-0.4	-3.4	-2.0	1.8	-6.1	5.7	-3.8	2.0
CC1CCCCC1NC(=O)COC(=O)/C=C/c1ccco1 (stereo unspecified)	/	6.6	-2.1	0.1	-2.2	6.6	5.5	12.9	7.9
NNC(=O)c1cccn(Cc2cccc(C(F)(F)F)c2)c1=O	-0.3	0.8	19.4	-3.7	-3.6	-6.4	-1.7	1.4	-0.6
COc1ccc(NC(=O)CCCNC(=O)Cn2cnc3sc(C)c(C)c3c2=O)c(OC)c1	0.7	4.8	-4.0	0.5	-2.0	-1.2	2.1	18.5	2.6
COc1ccc(NC(=O)C(Cc2ccccc2)n2cccc2)cc1OC (stereo unspecified)	-6.3	-6.0	-2.6	-0.6	-1.7	-2.2	-0.3	3.1	0.8
COc1ccc(C2NC(=O)NC(C)=C2[N+](=O)[O-])cc1OC (stereo unspecified)	3.4	-5.8	7.3	2.7	0.4	2.9	3.9	2.1	-3.8
CCOc1ncccc1C(=O)Nc1ccc(S(=O)(=O)N2CC(C)CC(C)C2)cc1 (stereo unspecified)	/	5.6	2.7	/	/	/	1.9	3.4	7.0
CC(=O)c1ccc(N2CCN(C(=O)c3cccs3)C(C)C2)c(F)c1 (stereo unspecified)	1.3	3.0	7.5	-0.1	-2.5	2.8	3.8	-4.1	1.4
CCCCn1c(CCNC(=O)CC)nc2ccccc21	-0.2	-3.9	-10.8	-1.4	2.2	6.2	6.4	-1.1	-2.0
CN(CC(=O)NCc1ccco1)CC(=O)Nc1c(Cl)cccc1Cl	/	2.4	23.7	-0.7	0.1	4.0	4.3	6.5	-0.4
Cc1ccccc1NC(=O)c1ccccn1	4.4	0.1	-0.4	-1.9	-0.7	4.4	0.6	6.3	27.2*
COc1ccc(-c2cc(C(F)(F)F)c(C#N)c(SCC(=O)Nc3ccc(C)cc3)n2)cc1	6.4	-1.5	2.8	-4.2	0.0	-0.3	6.4	6.3	4.7
CCOC(=O)c1c(C)nc2sc(C(=O)Nc3ccccc3)c(N)c2c1-c1ccc(OC)cc1	-6.9	0.5	4.1	3.7	-3.8	-0.3	-3.2	6.7	5.5
CC(C)(C)c1ccc(S(=O)(=O)N2CCCCC2)cc1	8.1	2.2	14.3	-1.8	3.5	6.4	4.6	-4.0	1.4
COc1cccc(CN2C(=O)C(C)Oc3ccccc32)c1 (stereo unspecified)	-2.1	0.7	-6.4	5.7	6.9	24.3	6.6	11.9	1.9
O=C(c1cc2ccc([N+](=O)[O-])cc2oc1=O)N1CCOCC1	3.0	-2.0	-1.4	2.3	0.2	-1.8	4.0	-0.6	2.1
CC(=O)CCc1ccc(OCCCCN2CCC(Cc3ccccc3)CC2)cc1	7.8	-1.2	1.4	5.8	2.7	4.9	4.0	0.5	5.3
COc1cc2c(cc1NC(=O)c1ccccc1F)CCCC2	11.8	3.0	0.0	-2.9	-2.8	5.0	-5.2	-1.8	-2.3
O=S(=O)(c1ccc(Br)cc1)N1CCCc2ccccc21	-1.3	1.2	8.7	2.9	-0.1	3.9	6.9	10.9	-2.2
O=C(CCc1nnc2ccc(N3CCCC3)nn12)Nc1ccc(F)cc1F	5.7	5.0	9.4	-1.5	-1.9	0.1	4.3	2.9	0.4

(listing goes on)
SMILES	GSTO1 inh	PAD4 FP inh	PREPL inhibitor	PME-1 primary	LYPLA1 counter	LYPLA2 inh	PAFAH1B2 inh	PAFAH1B3 inh	pPAFAH inh
C=CCOc1ccc(-c2nc3c(c(=O)[nH]c(=O)n3CCCC)n2C)cc1OC	3.1	-6.0	5.0	0.6	2.5	9.1	2.6	1.8	6.7
O=C(CSc1nnc(SCc2cccc3ccccc23)s1)N/N=C/c1c[nH]c2ccccc12	-19.4	3.8	28.7	26.4*	-16.8	6.8	26.4*	8.9	9.1
CCCOc1ccc(S(=O)(=O)N2CCN(C)CC2)c2ccccc12	-2.0	-0.3	-36.3	1.2	-0.8	-8.0	0.2	1.0	2.0
CCN(c1ccccc1)C1(O)C(=O)c2ccccc2C1=O	2.9	-1.8	-6.0	-0.3	3.1	-2.1	-1.9	5.5	0.2

A portion of the library; rates above refer to the full screens.
